Compound activity from PubChem.
MrgX1 antagonist – antagonists of human MrgX1 receptor, primary screen, HEK293 cells, Fluo-4 calcium flux; AID 588676, 2011; B-score at 10 µM; actives 1.3% (n = 310,000); BAM8-22 antagonism; hits give low values;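 active = calcium-response B-score plate-corrected more than 3 library SD below zero, starting fluorescence within 5 deviations, no agonist response on first addition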;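 note: peak minus trough fluorescence over baseline after final BAM8-22 challenge near maximal dose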
RGS4 block – RGS4 inhibitors, primary screen, cell-based, HEK293 M3R inducible RGS4, calcium flux. Regulator of G-protein signaling 4 (Homo sapiens), P49798. Fluo-4 calcium flux; hits give high values; triggered by carbachol at its EC20. B-score at 10 µM. actives 0.45% (n = 310,000). AID 463165, 2010;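 active = B-score, a plate-corrected calcium signal, over three deviations above library mean, with baseline fluorescence within five deviations of library mean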;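 note: RGS4 expression induced by doxycycline in cells with stable M3 receptor; B-score is computed from the integrated fluorescence ratio over baseline after carbachol; higher B-score means a larger calcium signal and so more RGS4 inhibition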
RGS4 pot – RGS4 potentiators or activators, primary screen, cell-based, HEK293 M3R inducible RGS4, calcium flux | actives 0.92% (n = 310,000) | carbachol calcium flux Fluo4; hits give low values | B-score at 10 µM | AID 463111, 2010;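 active = B-score of the integrated calcium signal more than 4 SD below the library mean, with starting fluorescence not abnormally high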;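 note: negative B-score means reduced calcium response which marks RGS4 activation or potentiation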
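Assay system: HEK293 FlpIn-TREx cells, stable M3R, doxycycline-inducible RGS4 / Probe or stimulus: carbachol, ECmax concentration / Times: overnight RGS4 induction, 30 min dye load 37 °C, 20 min compound RT / Signal: kinetic calcium fluorescence imaging with Fluo4-AM dye, 2 µM / Measure: Agonist-evoked peak-minus-minimum fluorescence over baseline, integrated ratio, B score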
TMEM16A act – TMEM16A chloride channel activators or potentiators, primary screen, cell-based, HTS; Anoctamin-1 (Mus musculus), Q8BHY3; HEK293 TMEM16A/YFP-H148Q/I152L, iodide quench fluorescence; hits give low values; B-score at 10 µM; actives 0.3% (n = 340,000); AID 623877, 2012;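 active = fluorescence-ratio B-score plate-corrected deviation score at least 3 library SD below zero, with starting fluorescence score within 5 deviations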;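 note: channel opened by trigger with iodide after compound preincubation; score built on the fluorescence ratio of max minus min over baseline; more negative score means more quench and so TMEM16A activation or potentiation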
MrgX1 agonist – agonists of human MrgX1 receptor, primary screen, HEK293 cells, Fluo-4 calcium flux | Mas-related G-protein coupled receptor member X1 (Homo sapiens), Q96LB2 | Fluo-4 calcium fluorescence, agonist mode; hits give high values | B-score at 10 µM | actives 0.44% (n = 310,000) | AID 588627, 2011;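 active = calcium response B-score plate-corrected fluorescence ratio at least 3 library SD, with starting fluorescence B-score inside 5 SD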
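Assay system: MrgX1-expressing HEK293 cells / Amount: fifteen thousand cells per well / Doses: test compound in the initial addition of three / Timing: cells plated overnight, dye loaded 0.5 h 37 °C, 0.5 h room temperature / Technique: kinetic calcium dye fluorescence, Fluo-4 NW / Control set: positive and negative controls per plate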
TRPC6 act – mouse TRPC6 channel activators, primary screen, cell-based, HEK293, membrane potential dye; Short transient receptor potential channel 6 (Mus musculus), Q61143; HEK293-TRPC6 membrane potential dye fluorescence; hits give high values; AID 2550, 2010; actives 0.13% (n = 310,000); B-score at 10 µM;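 active = B-score of the integrated fluorescence ratio above library mean plus 3 SD, and starting fluorescence ratio within library mean plus 5 SD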;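 note: higher score means more depolarization so channel activation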
Target sequence (Q61143 whole entry, looked up): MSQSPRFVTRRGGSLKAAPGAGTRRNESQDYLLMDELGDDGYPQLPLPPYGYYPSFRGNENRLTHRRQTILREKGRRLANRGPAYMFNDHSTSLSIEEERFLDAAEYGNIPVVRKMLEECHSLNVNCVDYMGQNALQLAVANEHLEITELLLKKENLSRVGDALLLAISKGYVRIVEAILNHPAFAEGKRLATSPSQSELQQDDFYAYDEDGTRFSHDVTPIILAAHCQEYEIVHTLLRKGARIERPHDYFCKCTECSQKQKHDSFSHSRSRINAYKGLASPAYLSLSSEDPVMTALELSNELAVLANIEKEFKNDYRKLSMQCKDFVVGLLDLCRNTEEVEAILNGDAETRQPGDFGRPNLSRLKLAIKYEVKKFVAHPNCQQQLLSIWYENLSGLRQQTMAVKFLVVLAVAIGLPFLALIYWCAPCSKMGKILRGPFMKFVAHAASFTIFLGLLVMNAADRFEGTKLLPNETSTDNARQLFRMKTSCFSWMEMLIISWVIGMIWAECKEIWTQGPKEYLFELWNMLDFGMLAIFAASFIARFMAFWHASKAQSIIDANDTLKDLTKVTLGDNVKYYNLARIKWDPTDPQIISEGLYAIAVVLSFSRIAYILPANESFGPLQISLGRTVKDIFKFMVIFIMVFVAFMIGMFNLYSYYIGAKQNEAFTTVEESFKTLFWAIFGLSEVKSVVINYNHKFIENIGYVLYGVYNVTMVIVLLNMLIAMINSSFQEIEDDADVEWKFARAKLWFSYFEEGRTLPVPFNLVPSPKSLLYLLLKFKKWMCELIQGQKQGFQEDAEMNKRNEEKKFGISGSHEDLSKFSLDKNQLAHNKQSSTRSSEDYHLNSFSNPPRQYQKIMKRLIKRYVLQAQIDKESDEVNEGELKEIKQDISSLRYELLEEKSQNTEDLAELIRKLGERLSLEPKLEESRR
ANO1 block – TMEM16A chloride channel inhibitors, primary screen, cell-based, HTS; HEK293 TMEM16A/YFP iodide influx fluorescence, ionomycin; normalized B-score (activity score, 25-100; higher = stronger inhibition) at 10 µM; actives 1.2% (n = 310,000);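 active = ratio plate-corrected score three or more library SD toward inhibition, starting fluorescence score within five deviations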;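 note: score derived from kinetic fluorescence span divided by baseline fluorescence per well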
TRPC6 inhibitor – mouse TRPC6 channel inhibitors, primary screen, cell-based, HEK293, membrane potential dye; Short transient receptor potential channel 6 (Mus musculus), Q61143; ACh-evoked depolarization; hits give low values; AID 2553, 2010; actives 1.1% (n = 310,000); B-score at 10 µM;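 active = B-score under library mean minus 3 SD, initial fluorescence not abnormally high, positive integrated signal ratio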;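 note: B-score derived from integrated fluorescence ratio over the kinetic read; more negative B-score means stronger inhibition of depolarization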
HDAC3 inh – HDAC3 deacetylase inhibitors, primary screen, biochemical, fluorescence, cell-free homogeneous | actives 0.15% (n = 320,000) | AID 2718, 2010 | inhibition, % at 8.3 µM | Histone deacetylase 3 (Homo sapiens), O15379 | recombinant HDAC3, fluorogenic peptide/trypsin coupled; in the data active = inhibition above about 26%, passing the limit was not always enough
SKKanGAS inh – S. pyogenes SKKanGAS growth inhibitors in kanamycin, primary screen, streptokinase expression inhibitor project, SKKanGAS strain, BacTiter-Glo luminescence. 6 h. AID 1662, 2009. inhibition, % at 7.5 µM. actives 1.3% (n = 300,000);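 active = mean replicate score, as percent of positive control median, at least 50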;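 note: strain carries kanamycin resistance gene driven by streptokinase promoter and grows in 40 µg/ml kanamycin; loss of luminescence reflects streptokinase promoter inhibition or plain growth inhibition; 0% = median of DMSO wells and 100% = positive control at its reference dose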
MrgX1 allo act – positive allosteric modulators of MrgX1, primary screen, HEK293 cells, Fluo-4 calcium flux. Mas-related G-protein coupled receptor member X1 (Homo sapiens), Q96LB2. FDSS; hits give high values. B-score at 10 µM. actives 0.63% (n = 310,000);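 active = plate-corrected calcium response at least 3 library SD above typical, normal starting fluorescence, not activating the receptor alone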;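 note: compound read alongside a low EC10 to EC30 dose of BAM8-22 agonist; peak minus trough fluorescence over baseline measured at the second addition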
Active calls of the source: *; i = inactive; . = not tested or not shown.

SMILES | MrgX1 antagonist | RGS4 block | RGS4 pot | TMEM16A act | MrgX1 agonist | TRPC6 act | ANO1 block | TRPC6 inhibitor | HDAC3 inh | SKKanGAS inh | MrgX1 allo act
Cc1ccc(C2(C)NC(=O)N(CC(=O)N3CCN(S(=O)(=O)c4cccc(F)c4)CC3)C2=O)cc1 (stereo not drawn) | i | i | i | i | i | i | i | i | 0.1 | 0.3 | i
COCCNC(=O)CN1C(=O)COc2ccc(Cl)cc21 | i | i | i | i | i | i | i | i | 2.8 | -4.9 | i
CCC(=O)Oc1cccc(C(=O)Nc2ccc(-c3nnc(-c4ccco4)o3)cc2)c1 | i | i | i | i | i | i | i | i | 6.0 | 7.4 | i
CCOc1cc2[nH]c(=O)n(CCCCC(=O)NCc3ccco3)c(=O)c2cc1OCC | i | i | i | i | i | i | i | i | -0.1 | -3.4 | i
O=C(c1cc(Cl)ccc1[N+](=O)[O-])n1cnc2ccccc21 | i | i | i | i | i | i | i | i | 8.4 | -4.7 | i
O=C(NCCc1ccccc1)[C@@H]1CC=C[C@@H]2CCN(Cc3ccccc3)C(=O)[C@@H]21 | i | i | i | i | i | i | i | i | 2.0 | -1.4 | i
CCN(CC)CCP(=O)(c1ccccc1)c1ccccc1 | i | i | i | i | i | i | i | i | 2.5 | 1.7 | i
O=C(CCSc1ccccc1)Nc1ncccn1 | i | i | i | i | i | i | i | i | -3.3 | 5.8 | i
COCCNc1ncnc2c1cnn2-c1ccc(Cl)cc1 | i | i | i | i | i | i | i | i | -12.4 | -17.9 | i
O=c1[nH]c(C(F)(F)F)nc2c1nnn2Cc1ccccc1F | -5.18* | i | i | i | i | i | i | i | -6.7 | 4.2 | i
CCOC(=O)c1ccc(NC(C)=O)c([N+](=O)[O-])c1 | i | i | i | i | i | i | i | i | 0.7 | 0.4 | i
O=C1CC(c2ccccc2)NC(=O)N1 (stereo not drawn) | i | i | i | i | i | i | i | i | -1.7 | 2.3 | i
COc1ccc(OC)c(-n2nnnc2SCC(=O)Nc2nc(C)c(C)s2)c1 | i | i | i | i | i | i | i | i | -3.7 | 11.7 | i
CCN(CC)c1ccc(/C=N/N=C(N)N)c(O)c1 | -5.53* | i | i | i | i | i | i | i | 3.2 | 6.5 | 7.75*
O=[N+]([O-])c1cc(C(F)(F)F)ccc1Sc1ccccn1 | i | i | i | i | i | i | i | i | 3.1 | -0.3 | i
O=C1Nc2ccccc2C12OCCCO2 | i | i | i | i | i | i | i | i | -2.9 | -4.4 | i
Cc1cccc(/C(N)=N/OC(=O)c2ccc3c(c2)OCO3)c1 | i | i | i | i | i | i | i | i | 2.2 | -2.1 | i
COCCCn1nnnc1SCC(=O)Nc1nc2ccccc2s1 | i | i | i | i | i | i | i | i | -0.8 | -1.8 | i
O=C(CSc1nnc(SCc2ccccc2)s1)NNC(=S)Nc1ccccc1 | i | i | i | i | i | i | i | i | 7.5 | 1.7 | i
O=C(CN(Cc1ccccc1)C(=O)c1csnn1)NCc1ccccc1 | i | i | i | i | i | i | i | i | . | 3.8 | i
Cc1ccc(C2=NCCn3nc4cc(C(F)(F)F)ccc4c32)cc1 | i | . | . | i | i | . | i | . | 0.0 | . | i
CC1CC(C)CN(S(=O)(=O)c2ccc3c(c2)CCN3C(=O)CCC(=O)O)C1 (stereo not drawn) | i | i | i | i | i | i | i | i | 3.5 | 1.8 | i
CCOC(=O)C(Cc1ccccc1)NC(=O)CCc1nnc2ccc(N3CCOCC3)nn12 (stereo not drawn) | i | i | i | i | i | i | i | i | -4.2 | -0.1 | i
O=c1cc(CN2CCN(S(=O)(=O)c3ccccc3[N+](=O)[O-])CC2)nc2sccn12 | i | i | i | i | i | i | i | i | -0.8 | 14.6 | i
COc1ccc(C(=O)CSc2n[nH]c(N)n2)cc1 | -4.92* | i | i | i | i | i | i | i | -1.5 | -1.6 | i
Oc1c(Br)cc(Br)cc1/C=N/c1nc2c(s1)CCCC2 | i | i | i | i | i | i | i | i | 2.7 | 50.6* | i
Cc1ccc(N2C(=O)C(CN(C)C)C2c2ccccc2)cc1 (stereo not drawn) | i | i | i | i | i | i | i | i | 4.3 | 1.1 | i
CCCCNc1nc2cccnc2s1 | i | i | i | i | i | i | i | i | -0.4 | 4.9 | i
CSc1ncc(C(=O)Nc2ccc(Cl)cc2)c(C)n1 | i | i | i | i | i | i | i | i | 13.7 | 0.0 | i
COC(=O)c1cnc(Oc2c(Cl)cc(N)cc2Cl)cc1C(F)(F)F | i | i | i | i | i | i | i | i | 11.7 | -4.6 | i
CC(=O)c1c(C)[nH]c(C(=O)Nc2nccs2)c1C | i | i | i | i | i | i | i | i | 6.5 | -11.0 | i
CC(=O)C1=C(C)NC(SCC(=O)c2ccc(F)cc2)=C(C#N)C1c1ccco1 (stereo not drawn) | i | i | i | i | i | i | i | i | 7.5 | 7.3 | i
O=c1cc(Nc2ccc3c(c2)OCCO3)[nH]c(=O)n1C1CCCCC1 | i | i | i | i | i | i | i | i | -8.5 | 0.1 | i
CC1CCc2c(sc3nc(SCC(=O)NCc4ccco4)nc(N)c23)C1 (stereo not drawn) | i | i | i | i | i | i | i | i | -2.6 | 1.8 | i
CN(C)CCCNc1oc(/C=C/c2ccccc2)nc1C#N | i | i | i | i | i | i | i | i | -401.4 | -4.5 | i
CCCCC(=O)Nc1nnc(/C=C/c2ccc(OC)cc2)s1 | i | i | i | i | i | i | i | i | -0.1 | 7.7 | i
Cc1cc(S(=O)(=O)n2ccnc2)c(Cl)cc1Cl | i | i | i | i | i | i | i | i | 8.0 | 8.4 | i
CCCC(C)NC(=S)Nc1cc(C)cc(C)c1 (stereo not drawn) | i | i | i | i | i | i | i | i | 5.7 | 12.8 | i
COC(=O)c1ccccc1NC(=O)N1c2ccccc2Sc2ccccc21 | i | i | i | i | i | i | i | i | -5.1 | 14.1 | i
O=C(O)CC/C(=N\Nc1ccc(S(=O)(=O)N2CCOCC2)cc1[N+](=O)[O-])c1cccs1 | i | i | i | i | i | i | i | i | . | . | i

4 compounds picked at random from those above, as already listed:
SMILES | MrgX1 antagonist | RGS4 block | RGS4 pot | TMEM16A act | MrgX1 agonist | TRPC6 act | ANO1 block | TRPC6 inhibitor | HDAC3 inh | SKKanGAS inh | MrgX1 allo act
O=C1Nc2ccccc2C12OCCCO2 | i | i | i | i | i | i | i | i | -2.9 | -4.4 | i
O=C(O)CC/C(=N\Nc1ccc(S(=O)(=O)N2CCOCC2)cc1[N+](=O)[O-])c1cccs1 | i | i | i | i | i | i | i | i | . | . | i
O=[N+]([O-])c1cc(C(F)(F)F)ccc1Sc1ccccn1 | i | i | i | i | i | i | i | i | 3.1 | -0.3 | i
CN(C)CCCNc1oc(/C=C/c2ccccc2)nc1C#N | i | i | i | i | i | i | i | i | -401.4 | -4.5 | i

Going on with the list:
SMILES | MrgX1 antagonist | RGS4 block | RGS4 pot | TMEM16A act | MrgX1 agonist | TRPC6 act | ANO1 block | TRPC6 inhibitor | HDAC3 inh | SKKanGAS inh | MrgX1 allo act
O=C(CCNC(=O)C1CCN(S(=O)(=O)c2ccccc2)CC1)NCc1ccccc1Cl | i | i | i | i | i | i | i | i | 9.0 | 6.5 | i
CCCCc1cc(=O)oc2cc(OCC(=O)N3C[C@H]4C[C@@H](C3)c3cccc(=O)n3C4)ccc12 | i | i | i | i | i | i | i | i | 2.5 | -0.7 | i
Cc1ccn2c(NC3CCCCC3)c(C)nc2c1 | i | i | i | . | i | i | i | i | -0.2 | -8.4 | i
O=C(COc1ccc2c(c1)C(=O)CC1(CCCCC1)O2)NCc1ccccc1 | i | i | i | i | i | i | i | i | -2.8 | -7.1 | i
CCSc1nnc2n(-c3ccc(OC)cc3)c(=O)c3c4c(sc3n12)CCCC4 | i | i | i | i | i | i | i | i | -6.6 | -9.3 | i
CCCCN(CCCC)Cc1ccc(N)cc1 | i | i | i | i | i | i | i | i | 1.1 | -12.9 | i
CC(C)OC(=O)c1nnn(-c2nonc2N)c1CN1CCCCCC1 | i | i | i | i | i | i | i | i | 0.7 | 5.1 | i
CCCSc1nc(=O)n2cc(C)ccc2n1 | i | i | i | i | i | i | i | i | 6.2 | -3.0 | i
O=C(O)c1ccc(Oc2cc(Oc3ccc(C(=O)O)cc3)cc([N+](=O)[O-])c2)cc1 | i | i | i | i | i | i | i | i | -1.7 | 8.0 | i
O=C(CCNC(=O)c1ccccc1Cl)Nc1ccccc1N1CCCC1 | i | i | i | i | i | i | i | i | 4.5 | 0.9 | i
O=C(COC(=O)c1ccccc1NCCO)NCCC1=CCCCC1 | i | i | i | i | i | i | i | i | -9.0 | -2.7 | i
COC(=O)Cc1ccc(OC(=O)CCS(=O)(=O)c2ccc(Cl)cc2)cc1 | i | i | i | i | i | i | i | i | -3.4 | 3.7 | i
COc1ccc(CCNC(=O)COc2ccc(-c3ccc(C#N)cc3)cc2)cc1 | i | i | i | i | i | i | i | i | -4.7 | -5.8 | i
COc1cc2c(cc1OC)C(C)N(C(=O)Cn1ncc3c1-c1cc(C)ccc1OC3)CC2 (stereo not drawn) | i | i | i | i | i | i | i | i | 6.6 | -17.7 | i
COc1cccc(C(=O)NCCS(=O)(=O)NCc2ccccn2)c1 | i | i | i | i | i | i | i | i | 3.3 | -2.0 | i
Cc1ccc(-n2nc(C)c(=O)c(-c3ccccc3)c2NC(=O)c2cccs2)cc1 | i | i | i | i | i | i | i | i | 1.9 | -4.0 | i

The order is random; any-hit rate near 6.7%.
